TRb-SRC2 inh – inhibitors of human thyroid hormone receptor beta-SRC2 interaction; TRbeta-SRC2 peptide binding, fluorescence polarization; receptor liganded with 1 µM T3; hit rate 0.065% among 280,000; Potency, µM (top dose mostly 106 µM), for the others: at the top dose activity change, negative = inhibition, actives largely listed as inhibitors; AID 1469; P10828;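 further: plate controls were bound peptide for no effect and peptide without receptor for full effect; nearly all actives have a fitted effect of over 50% in size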
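Decrease in fluorescence polarization of 20 nM Texas Red SRC2 coactivator peptide flagged inhibition of its binding to 0.6 uM TRb LBD; 1 uM T3 included, incubation 5 hr, ex 555/em 632 nm.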
TR SRC2 fluor cs – alters Texas Red total fluorescence, flagging assay interference; TRb/SRC2 Texas Red total fluorescence interference; Potency, µM (top dose mostly 106 µM), for inactives: top-dose fluorescence change, negative = quenching; hit rate 0.29% among 280,000; AID 1479; active means well fitted curve in either direction with a large enough effect; inconclusive means small, poorly fitted or top-dose-only effect; further: on the % scale 0 is the no-effect control and ±100 the full control effect
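Human TRb ligand-binding domain at 0.6 uM with 20 nM Texas Red SRC2 peptide in Tris buffer containing 1 uM T3 and 5% DMSO, incubated with compound 5 h at ambient temperature. Total fluorescence (555/632 nm) calculated as parallel + 2 × perpendicular.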
Tau fluor cs – counter-screen for tau fibril formation inhibitors | tau K18 P301L Alexa594 fluorescence, heparin fibrillization | Potency, µM (top dose mostly 57.7 µM), inactives show at the highest dose activity change, negative = decrease | hit rate 0.93% among 280,000; further: on the % scale 0 is the no-effect control and ±100 the full control effect; nearly all actives have a fitted effect of over 55% in size
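Human K18 P301L tau (15 uM unlabeled plus 0.24 uM Alexa 594-labeled, final) in 100 mM sodium acetate pH 7 was mixed with compound and 20 uM heparin and incubated 6 hr at 37 C.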
Tau fibril FP – inhibitors of human tau fibril formation. P10636. K18 P301L tau heparin fibrillization, Alexa594 FP, 6 h. Potency, µM (highest dose often 57.7 µM), without a hit: at the highest dose activity, negative = inhibition, most hits filed as inhibitors. hit rate 0.39% among 280,000; further: on the % scale 0 is the no-effect control and ±100 the full control effect; nearly all actives have a fitted effect of over 55% in size
Target sequence (P10636 561-689 P618L limits assumed): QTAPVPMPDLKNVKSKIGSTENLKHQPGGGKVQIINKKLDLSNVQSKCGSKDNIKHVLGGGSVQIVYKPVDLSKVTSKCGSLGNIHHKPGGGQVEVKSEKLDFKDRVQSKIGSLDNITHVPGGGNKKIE
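Compound effects on tau fibrillization are measured by Alexa 594 fluorescence polarization (ex 555, em 632 nm). K18 P301L tau is used at 15 uM with 0.24 uM labeled tracer, and 20 uM heparin induces aggregation over 6 hr at 37 C.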
RECQ1 inh – inhibitors of human RECQ1 DNA helicase. Potency, µM (series often up to 57.3 µM), without a hit: at the highest dose activity, negative = inhibition, usual class: inhibitors. hit rate 0.54% among 240,000. P46063. AID 2549. RECQ1 DNA unwinding, red fluorescence kinetic read;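 further: plate controls were vehicle for no effect and no enzyme for full effect; nearly all actives have a fitted effect of over 30% in size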
Target sequence (P46063 whole entry, looked up): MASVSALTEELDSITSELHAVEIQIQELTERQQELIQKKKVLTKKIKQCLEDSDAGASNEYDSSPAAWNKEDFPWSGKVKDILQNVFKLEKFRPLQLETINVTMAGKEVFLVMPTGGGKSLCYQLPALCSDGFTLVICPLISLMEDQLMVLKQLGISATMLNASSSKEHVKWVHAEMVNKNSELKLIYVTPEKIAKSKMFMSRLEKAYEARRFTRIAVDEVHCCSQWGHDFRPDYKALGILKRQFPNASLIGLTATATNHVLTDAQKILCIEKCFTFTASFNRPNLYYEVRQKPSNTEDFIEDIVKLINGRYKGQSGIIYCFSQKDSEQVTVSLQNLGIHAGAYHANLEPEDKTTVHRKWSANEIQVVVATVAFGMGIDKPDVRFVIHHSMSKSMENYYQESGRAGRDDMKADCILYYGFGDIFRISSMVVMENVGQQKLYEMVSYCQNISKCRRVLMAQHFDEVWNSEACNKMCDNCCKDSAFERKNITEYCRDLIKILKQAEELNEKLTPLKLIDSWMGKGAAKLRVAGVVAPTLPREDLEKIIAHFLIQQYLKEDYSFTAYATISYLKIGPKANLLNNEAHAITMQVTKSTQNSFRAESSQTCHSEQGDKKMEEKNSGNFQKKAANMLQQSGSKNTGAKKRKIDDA
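RECQ1T1 50 nM; forked duplex (20 bp + 30-nt ss tails) 200 nM, ATP 2 mM final; pH 8.0, 2 mM MgCl2, 2.5 ug/ml poly(dI-dC); 15 min compound preincubation; discontinuous kinetic read over 2 h at RT.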
L3MBTL1 block – L3MBTL1 (human) inhibition. Q9Y468. AlphaScreen L3MBTL1–H3K9me1 peptide binding. Potency, µM (highest dose often 57.1 µM), without a hit: at the highest dose activity, negative = inhibition, most hits filed as inhibitors. hit rate 0.66% among 230,000; further: on the % scale 0 is the no-effect control and ±100 the full control effect; nearly all actives have a fitted effect of over 60% in size
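Read-out is AlphaScreen signal from streptavidin donor and nickel chelate acceptor beads (10 ug/mL final each) bridging L3MBTL1 (50 nM) and biotinylated K9-monomethylated H3(1-15) peptide (75 nM), after 30 min compound exposure at room temperature.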
HTT cytoprotect – cytoprotection in Huntington HTT-Q103 PC12 cell model | PC12 HTT-Q103 induced, cytoprotection, ATP luminescence, 40 h | Potency, µM (doses to about 56.4 µM), inactives show cytoprotection (ATP increase), most hits filed as activators | hit rate 0.14% among 230,000 | AID 1471;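 further: % of control where 0% means no effect; nearly all actives have a fitted effect of over 45% in size; toxic huntingtin expression switched on by the ecdysone agonist tebufenozide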
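PC12 cells stably carrying ecdysone-inducible Htt exon 1 (Q103)–GFP were induced with 100 nM tebufenozide (final) alongside library compounds in a dose series. Cytoprotection was scored as retained ATP by ATPlite luminescence.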
Tau fibril ThT – inhibitors of human tau fibril formation, thioflavin T binding; P10636; recombinant tau K18 P301L (four-repeat tau fragment), heparin-induced fibrillization, ThT fluorescence; Potency, µM (doses to about 57.4 µM), for the others: at the highest dose activity, negative = inhibition, actives largely listed as inhibitors; hit rate 2.1% among 270,000; AID 1460; further: on the % scale 0 is the no-effect control and ±100 the full control effect; nearly all actives have a fitted effect of over 55% in size
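Heparin-induced fibrillization of the P301L-mutant K18 repeat-domain fragment of human tau was followed by ThT binding in quantitative high-throughput format.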
* marks the source's active call; other numbers are inactive results; i = inactive; u = inconclusive; x = not tested or not shown; [ ] = another dose, or the depositor's remark. Unless noted, the call rests on the fitted dose curve; in most records, active means well fitted curve in the direction sought with a large enough effect; inconclusive means small, poorly fitted or top-dose-only effect, or another doubt; inactive means no such curve, though single readings can be large; an effect the other way counts as inactive or inconclusive. Potency means the concentration at half of the fitted maximal effect. Not all compounds are listed; rates above refer to the full screens.

mol | TRb-SRC2 inh | TR SRC2 fluor cs | Tau fluor cs | Tau fibril FP | RECQ1 inh | L3MBTL1 block | HTT cytoprotect | Tau fibril ThT
Cc1cc([N+](=O)[O-])ccc1NC(c1nnc(-c2ccccc2)o1)c1ccccc1F (configuration not stated) | -5% | 0% | -24% | u | x | x | x | u
C=CCNC(=O)/C(C#N)=C/c1cn(-c2ccccc2)nc1-c1cccs1 | -2% | -1% | -6% | -11% | -2% | 5% | 2%[10 µM] | 1%
CCc1cnc2c(c1SC(C(C)=O)C(=O)N(C)C)c(=O)n(C)c(=O)n2C (configuration not stated) | -4% | 0% | -4% | -17% | x | x | x | -16%
CCOC(=O)C1=NNC(C(=O)c2ccccc2)C1c1ccc(Cl)cc1 (configuration not stated) | 0% | -2% | -7% | -4% | -9% | x | 16%[10 µM] | x
N#C/C(=C\c1cccs1)C(=O)Nc1nccs1 | 2% | -9% | -11% | 4% | i | -19% | 10%[10 µM] | u
CCOC(=O)C1CCN(c2ncnc3c2cnn3-c2ccc(OC)cc2)CC1 | 3% | -1% | u | u | 0% | 0% | -12% | u
COc1ccc(C(=O)C(Sc2nnc(C)c(=O)[nH]2)c2ccc(OC)cc2)cc1 (configuration not stated) | -3% | -2% | 12% | -3% | -13% | x | 2%[10 µM] | x
CCCC(=O)N=C1SC2CS(=O)(=O)CC2N1c1ccc(CC)cc1 (configuration not stated) | -9% | -1% | -4% | -2% | -5% | -5% | 10%[0.074 µM] | -4%
CCc1cccc(NC(=O)CC(c2ccc(OC)cc2)N2Cc3ccccc3C2=O)c1 (configuration not stated) | 1% | -1% | -23% | u | x | x | x | 3%
Cc1ccc(NC(=O)C2C(=O)N(CCO)C3(C)CC2c2ccccc2O3)cc1 (configuration not stated) | -11% | -1% | -3% | 2% | -5% | 4% | 35%[10 µM] | -6%
CCCN1C/C(=C/c2cccc([N+](=O)[O-])c2)C(=O)/C(=C/c2cccc([N+](=O)[O-])c2)C1 | 0% | -4% | -20% | -5% | -14% | -1% | -78%[inhibitor] | u
CCC(C)(C)NC(=O)CN(Cc1ccc2c(c1)OCO2)C(=O)CCC(=O)Nc1ccccn1 | -12% | 2% | -1% | 7% | i | u | 4%[10 µM] | -3%
Cc1cc(=O)[nH]c(-c2ccc(C(F)(F)F)cc2)n1 | 4% | -5% | -3% | 3% | -8% | 1% | 11%[10 µM] | -5%
COc1ccc(C(=O)CSc2nnc(NC(=O)C3CC(=O)N(c4ccccc4C)C3)s2)cc1 (configuration not stated) | -1% | 0% | -21% | -3% | -5% | -13% | 2%[10 µM] | -13%
O=C(NCCCN1CCN(c2cccc(Cl)c2)CC1)C1(S(=O)(=O)c2ccc(Cl)cc2)CC1 | -3% | -2% | -18% | 12% | -18% | x | -25% | -11%
C/C(=N\OCC(=O)Nc1ccc(Br)cc1)c1cccs1 | -9% | -1% | -27% | -9% | -2% | x | -6% | -5%
Cc1nc2sccn2c(=O)c1S(=O)(=O)Nc1ccc(N2CCOCC2)c(Cl)c1 | -7% | -1% | -9% | -2% | x | 10% | x | -5%
c1ccc(Cn2nnc(CNc3ccccc3)c2-c2c(CNc3ccccc3)nnn2Cc2ccccc2)cc1 | 2% | -2% | -26% | 5% | -14% | x | 23%[10 µM] | -10%
CCCCc1cc(=O)oc2cc(O)ccc12 | -3% | -1% | -7% | 2% | i | 13% | 5% | -2%
COc1ccc(/C=C/C(=O)OCC(=O)Nc2cc3oc4ccccc4c3cc2OC)cc1 | 1% | 1% | 1% | 5% | i | 5%[11.4 µM] | u | 1%

The final 2 records of the section before open the next one.
mol | TRb-SRC2 inh | TR SRC2 fluor cs | Tau fluor cs | Tau fibril FP | RECQ1 inh | L3MBTL1 block | HTT cytoprotect | Tau fibril ThT
CCCCc1cc(=O)oc2cc(O)ccc12 | -3% | -1% | -7% | 2% | i | 13% | 5% | -2%
COc1ccc(/C=C/C(=O)OCC(=O)Nc2cc3oc4ccccc4c3cc2OC)cc1 | 1% | 1% | 1% | 5% | i | 5%[11.4 µM] | u | 1%
N#Cc1ccc(COC(=O)CSc2nnc(C3CCCCC3)n2N)cc1 | -1% | -3% | 4% | 0% | 13% | -2% | -14%[10 µM] | 3%
CCOc1ccc(C2C(C(=O)c3cccs3)=C(O)C(=O)N2CCCn2ccnc2)cc1 (configuration not stated) | -12% | 1% | 8% | 2% | 10% | 3% | -5% | -2%
CCOC(=O)c1cnc2c(Cl)c(Cl)ccc2c1Nc1ccc(N(C)C)cc1 | 2% | -5% | -25% | -3% | x | x | x | u
COc1cccc2c1Oc1nc(-c3ccccc3)nc(SCC(=O)N3CCCCC3)c1C2 | -5% | -3% | u | -9% | x | x | x | u
Cc1ccccc1C(C(=O)NCc1ccco1)N(CC1CCCO1)C(=O)Cn1nnc2ccccc21 (configuration not stated) | -5% | -3% | 14% | 4% | -3% | 30% | -25%[10 µM] | 9%
Nc1ccc2c(c1)COC2=O | 12% | -4% | 4% | 8% | -1% | -14% | -19% | u
O=C(OCC(=O)N1CCCCCC1)c1cccs1 | -1% | 3% | 4% | 9% | -7% | 8% | -12%[10 µM] | 1%
O=C(O)CC1(CC(=O)Nc2ccc(F)c(Cl)c2)CCCCC1 | -7% | -2% | 6% | 12% | -13% | 6% | 10%[10 µM] | 5%
CCN(CC)S(=O)(=O)c1cc(C(=O)OCC(=O)Nc2ccc(-c3nc4ccc(C)cc4s3)cc2)ccc1F | 2% | 4% | -29% | u | -4% | -1% | x | -4%
COc1cccc(N2CCN(Cc3nnc(-c4ccc5c(c4)OCO5)o3)CC2)c1 | -5% | -1% | -11% | 13% | x | x | x | u
COC(=O)c1ccc(NC(=O)NC2CCCCC2)cc1 | 1% | -1% | 0% | 7% | -3% | 15% | 2%[10 µM] | 4%
COc1ccc(-n2c(C)cc(C(=O)COc3ccc(-n4cnnn4)cc3)c2C)cc1 | 5% | 0% | -13% | 1% | -17% | -5% | 0%[10 µM] | -13%
O=C(COC(=O)CCNS(=O)(=O)c1ccc2c(c1)OCCO2)NC1CCCc2ccccc21 (configuration not stated) | -10% | -4% | -3% | -3% | i | 2% | 10%[10 µM] | -7%
CCOc1cccc(CNn2cnnc2)c1OCc1ccccc1 | 2% | -4% | -7% | -5% | -5% | 1% | -11% | -7%
CCOc1ccc(CCNC(=O)C2CCN(c3ccc(N4CCOCC4)nn3)CC2)cc1OCC | -12% | -1% | -11% | -12% | 0% | -10% | -17% | u
COCCNC(=O)[C@H](C)[C@@H]1C[C@@]1(C)[C@@H](NC(=O)OCc1ccccc1)c1ccccc1 | 5% | 0% | -5% | 1% | -7% | x | 1% | 1%
CCOC(=O)c1c(C)c(C(=O)NC2CCCCCC2)c(C)n1C | 1% | 1% | 1% | -3% | -10% | 1% | -2% | -7%
CCOc1ccc(NC(=O)CCc2c(C)nc3c(c(C)nn3-c3ccccc3)c2C)cc1 | 0% | -2% | -20% | -6% | x | x | x | u
COc1cccc(N2C(=O)C(CC(=O)Nc3ccc(F)cc3)N(C3CCCCC3)C2=O)c1 (configuration not stated) | -3% | -6% | -17% | -10% | -8% | x | -24% | -5%
COc1ccc(C(=O)Nc2ccc(-c3cn4ccsc4n3)cc2)cc1S(=O)(=O)N1CCOCC1 | 4% | -1% | u | -8% | i | -6% | -11%[10 µM] | -10%

Going on with the list:
compound	TRb-SRC2 inh	TR SRC2 fluor cs	Tau fluor cs	Tau fibril FP	RECQ1 inh	L3MBTL1 block	HTT cytoprotect	Tau fibril ThT
COc1ccccc1CCNC(=O)CSc1nc(-c2ccco2)cc(C(F)(F)F)n1	5%	2%	-5%	-2%	-6%	-2%	22%	-3%
O=C(COc1ccc(Br)cc1)Nc1ccncc1	6%	-2%	-12%	7%	5%	x	-3%	-13%
CC1(NC(=O)NCc2ccccc2)CCS(=O)(=O)C1 (configuration not stated)	-4%	-7%	-8%	2%	i	-27%	30%[10 µM]	-9%
COc1ccc2nc(C)cc(Nc3ccccc3O)c2c1	-3%[53 µM]	-2%[53 µM]	3%	8%	-22%	-2%	17%[10 µM]	-8%

Of the compounds above, these have two or more sulfur atoms:
compound	TRb-SRC2 inh	TR SRC2 fluor cs	Tau fluor cs	Tau fibril FP	RECQ1 inh	L3MBTL1 block	HTT cytoprotect	Tau fibril ThT
N#C/C(=C\c1cccs1)C(=O)Nc1nccs1	2%	-9%	-11%	4%	i	-19%	10%[10 µM]	u
CCCC(=O)N=C1SC2CS(=O)(=O)CC2N1c1ccc(CC)cc1 (configuration not stated)	-9%	-1%	-4%	-2%	-5%	-5%	10%[0.074 µM]	-4%
COc1ccc(C(=O)CSc2nnc(NC(=O)C3CC(=O)N(c4ccccc4C)C3)s2)cc1 (configuration not stated)	-1%	0%	-21%	-3%	-5%	-13%	2%[10 µM]	-13%
Cc1nc2sccn2c(=O)c1S(=O)(=O)Nc1ccc(N2CCOCC2)c(Cl)c1	-7%	-1%	-9%	-2%	x	10%	x	-5%
CCN(CC)S(=O)(=O)c1cc(C(=O)OCC(=O)Nc2ccc(-c3nc4ccc(C)cc4s3)cc2)ccc1F	2%	4%	-29%	u	-4%	-1%	x	-4%
COc1ccc(C(=O)Nc2ccc(-c3cn4ccsc4n3)cc2)cc1S(=O)(=O)N1CCOCC1	4%	-1%	u	-8%	i	-6%	-11%[10 µM]	-10%

High-throughput results deposited in PubChem BioAssay by National Center for Advancing Translational Sciences (NCATS).
